MKP-3 inhibition: inhibition of rat DUSP6 enzyme activity – biochemical, in vitro, primary screen (AID 425). recombinant MKP-3 phosphatase activity, fluorescence; higher % means a stronger effect. inhibition, % at 20 µM, or IC50 in µM where a hit was titrated. 0.17% of 110,000 active; in the data active means inhibition above about 50%;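 further: plate controls were vehicle for no effect and reference inhibitor for full effect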
Hsp70 inhibitors: Hsp70 inhibitors, probe displacement, primary screen, biochemical, fluorescence polarization (AID 583); Hsp70 fluorescence polarization probe displacement, mP; higher % means a stronger effect; one-dose displacement, % at 20 µM; IC50 in µM for titrated hits; 0.06% of 140,000 active; in the data active means displacement above about 50%;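 further: plate controls were vehicle for no effect and reference ligand for full effect; a part of the inactive calls stands beside numbers as strong as those of hits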
The depositor's hits bear a star; x = no result given; & = joins results of further samples. These rows are one share of the data; rates above refer to the full screens.

SMILES	MKP-3 inhibition	Hsp70 inhibitors
CSc1ncc(Cl)c(C(=O)O)n1 (tested in a mixture with another compound)	x	-0.2%
CN(C(=O)Oc1cccc2cccnc12)c1ccccc1	-4.1%	2.7%
CCCC1(CCC)C(=O)NC(=NCc2ccccc2)NC1=O	-11.7%	-1.7%
CC12CN3CC(c4ccccc4)(CN(C1)C31CCCCC1)C2=O	-0.7%	-5.5%
O=C1NC(=S)NC(=O)C1=Cc1ccccc1OCc1ccccc1F	2.4%	-1.4%
CCc1ccc(CNCCc2ccc3c(c2)OCO3)cc1	2.2%	4.6%
CC1=CC(=O)C2=C(C)CC(O)C3C(C)C(=O)OC3C12 (stereo not drawn)	3.1%	-3.7%
CCCC(C)n1[nH]c(=O)c2c1NC(=O)CSC2c1ccc(OC)c(OC)c1 (stereo not drawn)	-14.9%	-0.8%
O=C1C2CCCN2C(c2cccnc2)N1c1cccc(Cl)c1 (stereo not drawn)	-2.4%	3.7%
C1CCC2(C1)NN2CCN1NC12CCCC2 (stereo not drawn)	-3.9%	-1.4%
CN(C)C(=O)Oc1ccc(OC(=O)N(C)C)cc1	2.6%	0.5%
Cc1ccc(-n2c(-c3ccncc3)nc3ccccc3c2=O)cc1	-2.6%	2.3%
COc1cccc(CN2CCN(Cc3cc(Br)ccc3O)CC2)c1	-3.7%	2.0%
CCCCn1c(O)c(C(CC)=Nc2ccc(OCC)cc2)c(=O)[nH]c1=O	-5.2%	8.8%
O=C(Nc1ccc(Cl)cc1C(=O)c1ccccc1)c1cc2ccccc2o1	1.9%	1.0%
CCCCP(=O)(O)c1ccccc1	-7.4%	-0.5%
O=C(C1CC(=O)N(C2CCCCC2)C1)N1CCC2(CC1)OCCO2 (stereo not drawn)	0.0%	-0.8%
CN1CCC(N(C)c2nc(-c3ccccc3)nc3ccccc23)CC1	-0.6%	0.8%
O=C(c1cc(-c2cccnc2)nc2ccc(Cl)cc12)N1CCC2(CC1)OCCO2	-6.0%	0.6%
CCCCN1CCC(O)(c2ccccc2)C(C(=O)c2ccccc2)C1 (stereo not drawn)	x	4.6%
CC(=O)Nc1cc(C(=O)N2CCC3(CC2)OCCO3)ccc1S(=O)(=O)c1ccc(Cl)cc1	x	-1.4%
O=c1oc2ccccc2c(O)c1C(c1ccccc1F)c1c(O)c2ccccc2oc1=O	1.2%	2.1%
O=c1c2ccccc2nc(CN2CCCCCC2)n1-c1ccc(F)cc1	-3.9%	4.5%
CCOC(=O)c1c(C)n(Cc2ccccc2)c2ccc(OCC(O)CN3C(=O)CNC3=O)cc12 (stereo not drawn)	-16.6%	x
O=C(NC1CC1)C1CSC(c2cccnc2)=N1 (stereo not drawn)	3.0%	-2.7%
CC1=NN(c2ccccc2)C(=O)C1/C=C1\C(=O)NC(=O)N(c2cccc(C)c2)C1=O (stereo not drawn)	3.2%	0.5%
CC(C)CCn1c(=O)c(C(=O)Nc2nc3ccc(Br)cc3s2)c(O)c2ccccc21	0.3%	0.4%
O=c1c2cc(I)ccc2nc(/C=C/c2ccc([N+](=O)[O-])cc2)n1-c1ccccc1	0.7%	1.2%
O=[N+]([O-])c1cccc(CNCCc2cccc(Cl)c2)c1	0.9%	-5.4%
O=C(Cc1ccccc1)Oc1ccccc1N1C(=O)CCC1=O	-11.7%	4.6%
O=C1NC(=S)N(c2ccc(Br)cc2)C(=O)/C1=C/c1ccc(-c2ccccc2C(=O)O)o1	4.4%	-6.5%
COc1ccc(-n2c(=O)[nH]c3ccccc3c2=O)cc1	x	1.5%
O=C(COc1ccccc1)N1CCN(C2CC3CCC2C3)CC1 (stereo not drawn)	x	2.5%
Clc1ccc(COC(Cn2ccnc2)c2ccc(Cl)cc2Cl)cc1 (stereo not drawn)	8.3%	0.6%
O=C1NC(=O)N(c2ccccc2)C(=O)/C1=C/c1ccoc1	4.9%	-9.7%
CCN(CC)CCCC(C)N=C(c1ccccc1)c1c(O)n(C)c(=O)n(C)c1=O (stereo not drawn)	-0.7%	-1.3%
CN(C)c1ccc(CN2CC=C(c3ccc(F)cc3)CC2)cc1	-16.4%	3.2%
COc1ccc(O)c(CN2CCN(Cc3cccc(C)c3)CC2)c1	1.0%	2.4%
COc1ccc(CNCCc2ccc(Cl)cc2)cc1	-0.1%	-1.1%
CC1(C)CC2(CCO1)NCCN1C(=O)CSC12 (stereo not drawn)	7.5%&0.0%	-0.3%&3.8%
COc1ccccc1CN1CCCCC1c1cccnc1 (stereo not drawn)	-11.6%	-1.3%
CCc1ccc(OCCCN=C(C)c2c(O)n(C)c(=O)n(C)c2=O)cc1	6.1%	5.1%
CCOc1cccc(C2NCc3ccccc3-n3cccc32)c1O (stereo not drawn)	-8.7%	-2.2%
Cc1nc2cc(C(F)(F)F)ccc2n1C1CCN(Cc2nnnn2Cc2cccs2)CC1	6.2%	1.5%
CC(C)CCNC(=O)c1c(N)n(CC2CCCO2)c2nc3ccccc3nc12 (stereo not drawn)	6.0%	1.6%
CCCCCCCOC(=O)CC(CN)c1ccccc1 (stereo not drawn)	-5.6%	4.1%
Cc1sc2ncn(CC(=O)N3CCC4(CC3)OCCO4)c(=O)c2c1C	-0.1%	-0.5%
c1ccc(CCCN2CCN(C3CCCCC3)CC2)cc1	2.4%	-0.7%

Compound profiles (already shown). Order of screens: MKP-3 inhibition	Hsp70 inhibitors
`COc1ccc(O)c(CN2CCN(Cc3cccc(C)c3)CC2)c1` across the screens: 1.0%	2.4%
`COc1ccc(CNCCc2ccc(Cl)cc2)cc1` across the screens: -0.1%	-1.1%

(more compounds)
SMILES	MKP-3 inhibition	Hsp70 inhibitors
O=C1NCCN2CCCC12 (stereo not drawn)	12.8%	10.2%
O=C(NCC(c1cccnc1)N1CCN(c2ccccc2F)CC1)Oc1ccccc1 (stereo not drawn)	3.7%	x
COc1cc(OC)c(OC)cc1C=C1C(=O)NC(=S)NC1=O	-0.3%	-2.6%
O=C(COc1ccc(Br)cc1)N1CCN(C2CCCC2)CC1	-8.7%	-5.1%
O=C(c1ccccc1F)c1cn(CC(=O)N2CCCCC2)c2ccccc12	x	0.9%
Cc1cc(OCC(=O)OC(C)C)c2c3c(c(=O)oc2c1)CCCC3	2.3%	-2.2%
O=c1[nH]c(=O)n(C2CCCCCC2)c(O)c1C=NCCCN1CCOCC1	0.6%	0.5%
COC(C(=O)Nc1ccc(Br)cc1C(=O)c1ccccc1Cl)c1ccccc1 (stereo not drawn)	3.4%	5.5%
O=C1NC(=O)C(=Cc2cccc(O)c2)C(=O)N1	1.6%	-0.7%

Of the compounds above, 21 contain a halogen:
SMILES	MKP-3 inhibition	Hsp70 inhibitors
CSc1ncc(Cl)c(C(=O)O)n1 (tested in a mixture with another compound)	x	-0.2%
O=C1NC(=S)NC(=O)C1=Cc1ccccc1OCc1ccccc1F	2.4%	-1.4%
O=C1C2CCCN2C(c2cccnc2)N1c1cccc(Cl)c1 (stereo not drawn)	-2.4%	3.7%
COc1cccc(CN2CCN(Cc3cc(Br)ccc3O)CC2)c1	-3.7%	2.0%
O=C(Nc1ccc(Cl)cc1C(=O)c1ccccc1)c1cc2ccccc2o1	1.9%	1.0%
O=C(c1cc(-c2cccnc2)nc2ccc(Cl)cc12)N1CCC2(CC1)OCCO2	-6.0%	0.6%
CC(=O)Nc1cc(C(=O)N2CCC3(CC2)OCCO3)ccc1S(=O)(=O)c1ccc(Cl)cc1	x	-1.4%
O=c1oc2ccccc2c(O)c1C(c1ccccc1F)c1c(O)c2ccccc2oc1=O	1.2%	2.1%
O=c1c2ccccc2nc(CN2CCCCCC2)n1-c1ccc(F)cc1	-3.9%	4.5%
CC(C)CCn1c(=O)c(C(=O)Nc2nc3ccc(Br)cc3s2)c(O)c2ccccc21	0.3%	0.4%
O=c1c2cc(I)ccc2nc(/C=C/c2ccc([N+](=O)[O-])cc2)n1-c1ccccc1	0.7%	1.2%
O=[N+]([O-])c1cccc(CNCCc2cccc(Cl)c2)c1	0.9%	-5.4%
O=C1NC(=S)N(c2ccc(Br)cc2)C(=O)/C1=C/c1ccc(-c2ccccc2C(=O)O)o1	4.4%	-6.5%
Clc1ccc(COC(Cn2ccnc2)c2ccc(Cl)cc2Cl)cc1 (stereo not drawn)	8.3%	0.6%
CN(C)c1ccc(CN2CC=C(c3ccc(F)cc3)CC2)cc1	-16.4%	3.2%
COc1ccc(CNCCc2ccc(Cl)cc2)cc1	-0.1%	-1.1%
Cc1nc2cc(C(F)(F)F)ccc2n1C1CCN(Cc2nnnn2Cc2cccs2)CC1	6.2%	1.5%
O=C(NCC(c1cccnc1)N1CCN(c2ccccc2F)CC1)Oc1ccccc1 (stereo not drawn)	3.7%	x
O=C(COc1ccc(Br)cc1)N1CCN(C2CCCC2)CC1	-8.7%	-5.1%
O=C(c1ccccc1F)c1cn(CC(=O)N2CCCCC2)c2ccccc12	x	0.9%
COC(C(=O)Nc1ccc(Br)cc1C(=O)c1ccccc1Cl)c1ccccc1 (stereo not drawn)	3.4%	5.5%
